Vc quorum ag: quorum light induction in luxS cqsA deficient V. cholerae; V. cholerae BH1578 lux reporter, luminescence, 6 h; AID 588436; activation, % at 18.7 µM; actives 0.16% (n = 350,000); in the data active = activation mostly above about 9.7%, no sharp cut-off; inconclusive = no clear call, values can overlap the other calls; inactive = mostly below about 3.7%; also: not every result past the cut was called active; inactives centre near 0; reference of the scale not given here
PfHsp40 yeast: compounds rescuing yeast from Plasmodium falciparum HSP40 toxicity; AID 504582; growth rescue, % at 12.5 µM; S. cerevisiae expressing PfHsp40, growth rescue, ATP luminescence; actives 0.68% (n = 340,000); in the data active = growth rescue above about 28%, passing the limit was not always enough; inconclusive = no clear call, values can overlap the other calls;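 also: yeast W303a lacking pdr1 and pdr3 grown in galactose medium; growth measured after three days at 30 °C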
Y pestis TopoI: blocks Yersinia pestis topoisomerase I activity; Y. pestis Topo-I cleavage product accumulation, plate reader; activity, % at 10 µM; actives 0.064% (n = 360,000); in the data active = activity above about 50%, passing the limit was not always enough; inconclusive = no clear call, values can overlap the other calls; also: inactives centre near 2
PriA SSB inh: inhibitors of Klebsiella pneumoniae PriA binding to SSB C-terminal tail; AlphaScreen SSBct-PriA binding, biotinylated peptide; inhibition, % at 33 µM; actives 0.6% (n = 430,000); AID 1272365; in the data active = inhibition mostly above about 37%, no sharp cut-off; inactive = mostly below about 20%;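 also: plate controls were negative control peptide for no effect and reference peptide for full effect; strong numbers were not always called active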
PrPC surface inh: cell surface PrPC inhibition, primary TR-FRET screen. inhibition, % at 13.8 µM. AID 720596. actives 0.43% (n = 370,000). TR-FRET read-out; in the data active = inhibition above about 24%; also: 0% = median of the test wells and 100% = reference compound wells
SARS 3CLpro inh: SARS-CoV 3CLpro protease inhibition. P0C6X7. recombinant SARS-CoV 3CLpro, quenched FRET peptide cleavage. inhibition, % at 6 µM. actives 0.14% (n = 290,000). AID 1706; in the data active = inhibition above about 12%
BoNT A protease: inhibitors of Botulinum neurotoxin A light chain protease | actives 0.17% (n = 360,000) | inhibition, % at 10 µM | multiplex microsphere protease substrate cleavage, flow cytometry | AID 588499; also: plate controls were buffer without enzyme for full effect and enzyme alone for no effect
Anthrax LF prot: blocks Bacillus anthracis lethal factor protease. multiplex microsphere protease cleavage assay, LF. AID 588501. inhibition, % at 10 µM. actives 0.12% (n = 360,000). P15917; also: plate controls were buffer without enzyme for full effect and enzyme alone for no effect
Target sequence (P15917 whole entry, looked up): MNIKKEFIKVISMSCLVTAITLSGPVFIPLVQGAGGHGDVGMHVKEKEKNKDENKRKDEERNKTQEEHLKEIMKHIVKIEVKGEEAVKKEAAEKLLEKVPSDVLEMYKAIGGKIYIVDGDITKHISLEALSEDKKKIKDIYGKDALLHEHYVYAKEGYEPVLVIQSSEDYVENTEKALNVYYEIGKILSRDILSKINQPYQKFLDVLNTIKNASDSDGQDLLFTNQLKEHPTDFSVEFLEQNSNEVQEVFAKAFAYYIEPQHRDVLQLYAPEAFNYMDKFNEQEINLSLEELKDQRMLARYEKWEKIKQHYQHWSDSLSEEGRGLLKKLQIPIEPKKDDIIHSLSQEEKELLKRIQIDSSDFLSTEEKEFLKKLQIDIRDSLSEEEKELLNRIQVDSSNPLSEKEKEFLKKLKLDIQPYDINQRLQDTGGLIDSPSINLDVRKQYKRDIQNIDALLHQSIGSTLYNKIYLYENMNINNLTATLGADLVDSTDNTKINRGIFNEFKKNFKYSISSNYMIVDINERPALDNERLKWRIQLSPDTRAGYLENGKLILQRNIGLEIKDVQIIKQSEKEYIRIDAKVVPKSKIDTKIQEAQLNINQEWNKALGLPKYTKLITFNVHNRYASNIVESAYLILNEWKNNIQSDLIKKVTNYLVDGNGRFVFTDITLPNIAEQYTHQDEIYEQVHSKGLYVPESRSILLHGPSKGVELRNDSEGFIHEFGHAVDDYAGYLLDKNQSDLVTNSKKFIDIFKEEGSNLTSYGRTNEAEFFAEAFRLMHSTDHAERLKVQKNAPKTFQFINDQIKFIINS
TcdB inh: inhibitors of Clostridioides difficile toxin B glycohydrolase. actives 0.24% (n = 350,000). inhibition, % at 9.99 µM. TcdB glycohydrolase enzymatic assay, plate reader; in the data active = inhibition above about 10%
The depositor's hits bear a star; i = inactive; ? = inconclusive; / = no result given; & = joins results of further samples. Rule as the data show it, unless noted: active = inhibition above about 30%; inconclusive = no clear call, values can overlap the other calls; inactive = below that. The list is partial; rates above refer to the full screens.

SMILES	Vc quorum ag	PfHsp40 yeast	Y pestis TopoI	PriA SSB inh	PrPC surface inh	SARS 3CLpro inh	BoNT A protease	Anthrax LF prot	TcdB inh
Cc1c(C)c2ccc(OCC(=O)N3CCC(C(=O)O)CC3)c(C)c2oc1=O	-0.7	0.7	-2	-5	4	-1	0.3	1	-2.1
Cc1ccc2c(c1)NCC(C(=O)NC1CCC(C)CC1)O2 (stereo unspecified)	-0.2	-0.7	-9	-5	0	2	-0.9	-4	1.9
O=C(O)CCC(NC(=S)Nc1ccccc1)C(=O)O (stereo unspecified)	-0.4	0.8	4	1	10	-4	1.1	4	0.8
Cc1cc(NC(=O)C(C)SCC(=O)N(C)CC(=O)Nc2ccccc2Br)no1 (stereo unspecified)	-1.4	2.3	-5	-14	1	/	2.6	-4	-1.1
Cc1nnc2n(Cc3ccccc3)c(=O)c3c4c(sc3n12)COC(C(C)C)C4 (stereo unspecified)	i	3.5	1	-16	5	2	0.0	-3	/
CCOC(=O)/C=C1\SCC(=O)N1CC(=O)NC(c1ccccc1)c1ccccc1	-0.2	0.6	15	4	-2	-6	0.4	4	/
CCCn1nnnc1NC(=O)COc1ccc(Cl)c(C)c1	-0.3	-1.0	8	1	-1	-1	-0.9	1	/
c1ccc(-c2ccccc2-c2nc(-c3cccnc3)no2)cc1	/	-1.5	33	-45	-2	0	-1.3	0	/
Cc1cc(NS(=O)(=O)c2ccc(NC(=O)C(C)N3C(=O)c4ccccc4C3=O)cc2)nc(C)n1 (stereo unspecified)	-0.3	0.3	-1	-1	-1	-2	-0.6	2	/
O=C(NC1CCCc2c1cnn2-c1ccc(F)cc1F)c1cnccn1 (stereo unspecified)	-3.3	-1.3	-7	-6	2	2	-0.2	0	0.1
Cc1cc(C)cc(NC(=O)C(OC(=O)c2cccs2)c2ccccc2)c1 (stereo unspecified)	-3.1	0.6	1	-6	0	1	-0.1	-10	0.3
COc1ccc(CC(=O)Nc2ccc(S(=O)(=O)Nc3ncccn3)cc2)cc1OC	0.5	1.0	-1	-11	9	-1	0.9	-3	0.7
CCCCNS(=O)(=O)c1ccc(S(=O)(=O)NCc2ccncc2)cc1	-0.8	-1.0	5	-20	20	3	-0.4	-3	1.1
COc1cccc(NC(=O)c2ccc(NC(=O)C3CC(=O)OC34CCCCC4)cc2)c1 (stereo unspecified)	-0.3	2.4	-7	-2	5	8	1.0	-3	1.9
O=C(C(=O)N1CCc2ccccc2C1)c1cn(CC(=O)N2CCCCC2)c2ccccc12	i	0.4	8	4	2	2	4.0	3	-0.3

Reprinted from the part before: two entries, followed by the next part.
SMILES	Vc quorum ag	PfHsp40 yeast	Y pestis TopoI	PriA SSB inh	PrPC surface inh	SARS 3CLpro inh	BoNT A protease	Anthrax LF prot	TcdB inh
COc1cccc(NC(=O)c2ccc(NC(=O)C3CC(=O)OC34CCCCC4)cc2)c1 (stereo unspecified)	-0.3	2.4	-7	-2	5	8	1.0	-3	1.9
O=C(C(=O)N1CCc2ccccc2C1)c1cn(CC(=O)N2CCCCC2)c2ccccc12	i	0.4	8	4	2	2	4.0	3	-0.3
COc1ccc(CN2CC(=O)N(c3cc(Cl)ccc3C)C2=S)cc1OC	-7.7	-0.4	20	9	2	5	-4.3	10	-11
Cn1c(N)c(C(=O)COC(=O)c2ccc([N+](=O)[O-])o2)c(=O)n(C)c1=O	i	-1.3	2	-6	-33	5	-0.3	-3	0.6
CCC12CN3CC(CC)(CN(C1)C3c1ccccc1Cl)C2O (stereo unspecified)	-2.1	-0.5	-1	-14	4	-6	-0.5	8	/
Cc1cc([N+](=O)[O-])nn1CC(=O)NNC(=S)Nc1ccc([N+](=O)[O-])cc1	i	1.4	3	3	-8	2	1.3	-8	2.0
CN1C(=O)C2CN(CCc3ccccc3)CNC2N(C)C1=O (stereo unspecified)	2.6	1.9	1	-16	3	0	-0.2	-2	/
CC(OC(=O)c1cccc(S(=O)(=O)N2CCOCC2)c1)C(=O)NC1CCCCC1C (stereo unspecified)	-2.0	-0.8	2	-9	-3	/	-0.5	-3	6.6
Cn1c(=O)c2c(nc(NC3CCCCC3)n2CC(=O)C23CC4CC(CC(C4)C2)C3)n(C)c1=O	-0.4	-0.8	6	-9	4	5	0.9	-4	/
CCOc1cc(/C=N/Nc2ncc(C)c(=O)[nH]2)ccc1O	i	1.4	6	/	-3	-3	-2.7	-3	-0.1
COc1cc2c3nnc(-c4ccc(F)cc4)c-3cn(Cc3ccc(C)cc3)c2cc1OC	-0.3	0.4	-1	-22	-9	-7	1.3	-1	0.4
CCC(C)(C)NC(=O)C(c1ccccc1)N(Cc1cccnc1)C(=O)c1csnn1 (stereo unspecified)	-0.4	1.1	3	-12	-4	-2	-2.3	-1	/
O=C(Cc1ccccc1F)N1CCN(S(=O)(=O)c2ccc(Cl)cc2)CC1	i	-0.1	-7	-8	2	/	0.2	-1	0.9
Cc1cccc(OCCC(=O)NCC(=O)Nc2cccc(C)c2C)c1	i	-0.3	2	-7	-8	2	0.8	1	19*
COc1ccccc1CNc1nc(NCc2ccc3occc3c2)c2sccc2n1	-0.3	/	-4	/	9	/	-0.2	-2	0.7
O=C1NC(=O)C(CCc2ccncc2)(Cc2ccc3c(c2)OCO3)C(=O)N1CCc1ccccc1 (stereo unspecified)	-0.4	3.5	-6	15	1	-1	?	?	/
COc1cc2c(cc1OC)C(C)N(C(=O)c1cccc([N+](=O)[O-])c1)CC2 (stereo unspecified)	-0.4	20	6	6	-16	6	-1.9	-8	-0.6

Looked up above:
Value for `O=C(Cc1ccccc1F)N1CCN(S(=O)(=O)c2ccc(Cl)cc2)CC1` under PfHsp40 yeast: -0.1
Value for `Cc1cc([N+](=O)[O-])nn1CC(=O)NNC(=S)Nc1ccc([N+](=O)[O-])cc1` under PrPC surface inh: -8

Additional results follow:
SMILES	Vc quorum ag	PfHsp40 yeast	Y pestis TopoI	PriA SSB inh	PrPC surface inh	SARS 3CLpro inh	BoNT A protease	Anthrax LF prot	TcdB inh
COc1ccccc1CNC(=O)CN(c1ccc(C)cc1)S(=O)(=O)c1c(C)noc1C	i	-1.9	29	-14	-2	0	0.9	1	1.5
CCn1c(SCC(=O)Nc2nc3ccc(C)cc3s2)nc2c(c1=O)SC(C)C2 (stereo unspecified)	-1.0	1.0	14	17	/	-1	-0.4	-4	/
CC(C)c1ccc(/C=C/C(=O)O)cc1	4.2	-0.6	-5	-8	-8	5	-0.2	-1	0.3
CCC(CC)C(=O)N(c1ccc(F)cc1)C1C=CS(=O)(=O)C1 (stereo unspecified)	-0.3	-1.2	6	6	4	2	0.0	-4	2.2
CC1(C)CC(=O)C(Br)=C(O)C1	0.5	-0.7	-6	-63	4	0	-0.1	3	-2.4
O=c1cc(O)nc[nH]1	-0.5	-1.5	15	-12&-1	8	4	-0.7	1	0.8
CSc1ccc(Cl)c(C(=O)NCCOc2cc(C)ccc2C(C)C)c1	-1.6	1.4	48	-51	1	2	-0.1	-4	0.9
CCCc1ccc(-c2cc(C(=O)N3CCN(c4ccccn4)CC3)c3ccccc3n2)cc1	-1.5	2.6	40	-8	4	2	-0.4	4	-0.7
Cc1ccccc1-c1nc(CN2CCCC(C(=O)NCCCN3CCOCC3)C2)c(C)o1 (stereo unspecified)	i	-0.8	-4	5	-5	-5	-0.4	0	/
CCn1c(CNc2ccc(C)cc2)nnc1SCC(N)=O	-2.1	-0.7	6	-3	8	-1	-2.5	2	/
COc1cc(/C=N/NC(=O)C(C)n2nnc3ccccc32)ccc1O (stereo unspecified)	-0.7	-0.4	0	/	1	-1	-0.3	-2	/
Cn1c(SCC(N)=O)nnc1C1CCN(S(=O)(=O)c2ccccc2C(F)(F)F)CC1	-0.7	0.0	-1	-12	0	5	-0.2	-1	/
CCc1ccc(NC(=O)CSc2ccccn2)cc1	-0.4	62*	15	-11	7	-3	-0.1	3	-0.6
Cn1c(=O)c2c(nc(CN3CCN(C(=O)c4ccco4)CC3)n2CCCc2ccccc2)n(C)c1=O	-0.2	-0.5	31	-11	0	0	0.0	0	1.8
Cc1c(C(=O)N2CCOCC2)sc(NC(=O)CCl)c1C#N	-0.4	-1.7	-3	-17	-6	-6	1.2	-5	0.7
CCOC(=O)c1c(C)n(OCc2ccccc2)c2ccc3nonc3c12	-2.2	2.6	10	-23	4	2	-1.4	-5	1.0
CSc1nc(C(=O)N2CCCC(N3CCN(c4ccccc4C)CC3)C2)cs1 (stereo unspecified)	-0.4	1.2	28	-5	-6	-4	0.4	-5	1.6
COc1ccccc1CN(CC(=O)NCc1ccco1)C(=O)CNS(=O)(=O)c1ccc(C)cc1	-0.7	0.2	6	-10	2	5	-1.1	-6	/
COc1cccc([C@@H]2CC=C(C(=O)O)[C@H](c3ccc(Cl)cc3)N2S(=O)(=O)c2ccc(C)cc2)c1	i	1.2	6	-1	-7	/	0.3	2	-0.9
COc1ccc(NC(=O)c2c[nH]c(=O)n(-c3ccc(C)c(C)c3)c2=O)c(OC)c1	-0.3	1.1	-2	-14	8	/	0.2	-6	1.2
O=C(Nc1ccccc1N1CCN(c2ccccc2)CC1)C1CCCCC1	-5.3	0.6	5	-6	-3	/	0.5	2	0.3
O=C(NC(=S)Nc1ccccc1Cl)C1CC1	-0.7	0.3	12	0	-2	5	-0.5	-8	1.5
O=C1CCc2ccccc2N1Cc1ccccc1	1.9	1.4	2	-11	0	0	-3.3	0	0.8
COc1ccc(NC(=O)C2CC(c3c(F)cccc3Cl)=NO2)cc1OC (stereo unspecified)	-0.1	-1.5	-9	-15	18	-3	-3.7	6	0.7
OCc1ccccc1-c1cnc2sc(NCc3ccc(F)cc3)nn12	-0.3	/	9	/	10	/	0.0	-6	1.2
CC(C)(CO)NC(=O)CC1C(=O)NCCN1Cc1ccc(-c2ccccc2)cc1 (stereo unspecified)	-0.3	-0.7	12	-4	5	5	0.2	-2	0.6
Cc1ccc(-c2nc3ccc(Cl)cn3c2CC2CCCCC2)cc1	/	/	/	/	5	/	?	?	0.3
O=C(N/N=C/c1ccc([N+](=O)[O-])o1)c1ccncc1	0.5	/	-3	i	-40	-3	-3.9	-18	0.4
CCN(CC)CCCN(C(=O)c1cccs1)c1nc(-c2ccc(OC)cc2)cs1	-0.3	-0.4	-8	14	/	2	-0.8	-3	/
CC(OC(=O)CN1C(=O)c2ccccc2C1=O)C(=O)N(C)c1ccccc1 (stereo unspecified)	-1.3	0.5	13	-7	3	/	0.2	-2	1.9
O=C(COc1nncc2ccccc12)Nc1ccc(F)c(F)c1	i	0.1	-2	-19	-13	0	1.3	2	-0.8
Cc1ccc(NC(=O)CCS(=O)(=O)c2cccc3nonc23)cc1	i	-0.6	-4	3	-39	-1	-1.0	3	4.5
O=C(Nc1ccccn1)c1ccc([N+](=O)[O-])cc1Cl	-0.4	0.3	0	1&-11	-27	-2	-1.4	-2	/
CCCS(=O)(=O)NC(=O)C1(C)CCN(C(=O)c2cccc(C(F)(F)F)c2)C1 (stereo unspecified)	-0.8	/	0	/	-6	/	0.4	-1	0.7
Cn1cc(Br)cc2nc(C(F)(F)F)nc1-2	3.6	0.9	5	-8	4	-3	-0.5	0	/
O=C(O)Cc1ccc(NC(=O)C2CCCCC2C(=O)O)cc1 (stereo unspecified)	1.1	-0.5	-3	-4	-5	0	-0.9	0	/
COc1ccccc1/C=C1\SC(=S)N(CCC(=O)NCCCn2ccnc2)C1=O	-1.9	1.9	24	21	-16	-2	2.8	2	5.3
COc1ccc(NC2CC(=O)N(CCc3ccccc3)C2=O)cc1 (stereo unspecified)	-0.4	1.2	-3	-16	9	-3	-0.5	0	/
c1ccc(OCCNc2ccn3nc(-c4ccc(OCCN5CCOCC5)cc4)cc3n2)cc1	-0.2	/	23	/	-5	/	-0.4	-4	1.3
CC(C)C[C@H](NC(=O)OCC1c2ccccc2-c2ccccc21)C(=O)O	-0.1	-0.1	-5	-2	2	/	-0.2	-9	1.6
Cc1ccc(CSc2nc3nc(C)cc(C)c3c(=O)[nH]2)cc1	-0.4	-1.2	17	-6	3	1	1.2	2	13*
